Assay outcomes: PubChem BioAssay, National Center for Advancing Translational Sciences (NCATS)
p53ts 39C kill: cytotoxicity in p53ts cells at nonpermissive temperature | Potency, µM (top dose mostly 46.1 µM), for the others: at the top dose activity change, negative = cell killing, actives largely listed as cytotoxic | H1299-p53A138V viability at 39C, ATP luminescence, 24 h | hit rate 1.5% among 130,000 | AID 902; further: nearly all actives have a fitted effect of over 55% in size
IkB signaling: inhibitors of IkB signaling in ABC-DLBCL cells. ABC-DLBCL IkBa-CBG/CBR dual luciferase ratio, 4 h; response scale: scaled: untreated 0%, proteasome inhibitor 100%. Potency, µM (series often up to 57.1 µM), for the others: at the top dose IkBa stabilization activation. hit rate 0.04% among 110,000; active means well fitted curve in the direction sought with a large enough effect in the signal ratio, not every such curve was filed as active; inconclusive means small, poorly fitted or top-dose-only effect, or a change in a side signal; the % refers to the signal ratio;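 further: the direction sought is a rising ratio; 0% = basal untreated cells and 100% = reference inhibitor full response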
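Curves were fitted separately to fusion (green), unfused (red) and ratio luminescence, then classed by r2, magnitude and activity. Cells: OCI-Ly3, 4 h compound plus doxycycline at 37C; 10 uM MG-132 defined full response.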
Imprint erasure: genomic imprint erasure induction; mouse ES Peg3-LacZ reporter, beta-gal luminescence, 40 h; Potency, µM (highest dose often 60.7 µM), inactives show at the highest dose activity change, positive = activation, most hits filed as activators; hit rate 0.02% among 110,000; AID 1948;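 further: 0% = negative control wells on the plate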
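Readout: BetaGlo luminescence (5 min, room temp) for LacZ from the normally silent maternal Peg3 allele in female Peg3LacZ-Neo ES cells. Cells 300/well, 40 h, 37C, 5% CO2. Data normalized per plate to negative controls.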
p53ts 32C tox: cytotoxicity in p53ts cells at permissive temperature; H1299-p53A138V at 32C, ATP luminescence viability, 24 h; Potency, µM (series often up to 46.1 µM), without a hit: top-dose activity change, negative = cytotoxicity, most hits filed as cytotoxic; hit rate 0.93% among 130,000; AID 924;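 further: 0% = DMSO and -100% = full killing by reference compound; nearly all actives have a fitted effect of over 55% in size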
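Cells: H1299 p53ts (A138V), 600/well, pre-incubated 16–30 h at 37C. Cpd up to 46 uM, 24 h, 32C. Readout: ATPlite luminescence, 20 min RT. Normalization: DMSO vs tamoxifen 100 uM. AC50 by Hill equation.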
An asterisk follows results filed as active; ? = inconclusive; / = not tested or not shown; & = joins results of further samples; [ ] = remark or other dose. Unless noted, the call rests on the fitted dose curve; in most records, active means well fitted curve in the direction sought with a large enough effect; inconclusive means small, poorly fitted or top-dose-only effect, or another doubt; inactive means no such curve, though single readings can be large; an effect the other way counts as inactive or inconclusive. Unless noted, on the % scale 0 is the no-effect control and ±100 the full control effect; potency means the concentration at half of the fitted maximal effect.

SMILES | p53ts 39C kill | IkB signaling | Imprint erasure | p53ts 32C tox
Cc1ccccc1Cc1c(C)nc2c(C(=O)N3CCN(Cc4ccc5c(c4)OCO5)CC3)cnn2c1C | 10% | -0.2% | -6% | 3%
CC1CCCCC12NC(=O)N(CC(=O)c1ccc[nH]1)C2=O (stereo not drawn) | 1% | -0.1% | -3% | 2%
CCOc1ccc(CNC(=O)Cn2c(=O)c3cccn3c3ccc(F)cc32)cc1 | 5% | -1.5% | -16%[10.9 µM] | 2%
Cc1cccc(-c2nnc3n2N=C(c2ccccc2Br)CS3)c1 | 3% | ? | -20% | 16%
CCOC(=O)c1[nH]c2ccc(OC)cc2c1NC(=S)N1CCN(c2ccccc2)CC1 | -9% | / | / | -26%
CCCC(=O)Nc1nc2ccc(S(=O)(=O)N3CCCCC3)cc2s1 | -1% | / | / | -11%
CCOC(=O)c1c(NC(=O)c2cc3nc(-c4ccc(OC)cc4)cc(C(F)(F)F)n3n2)sc2c1CCC(C)C2 (stereo not drawn) | 4% | -0.4% | 12%[10.9 µM] | -3%
CC(=O)N1CCOc2cc(S(=O)(=O)NC(C)c3ccccc3)c(Cl)cc21 (stereo not drawn) | ? | 0.3% | -18%[10.9 µM] | -19%
O=C(Cn1cnc2c(oc3ccccc32)c1=O)NCc1ccco1 | 5% | 3.6% | 10% | 3%
Cc1ccccc1CSc1nc2ccsc2c(=O)n1CCC(C)C | 0% | -0.6% | ? | 5%
Cc1cc(OCc2nn[nH]n2)c2c(-c3ccccc3)cc(=O)oc2c1 | 3% | 1.5% | -7% | -3%
COc1ccc(-c2nc3scc(CCNS(=O)(=O)c4ccc(F)c(C(F)(F)F)c4)n3n2)cc1OC | -13% | 3.4% | 5%[10.9 µM] | -5%
COc1ccccc1CNc1ncncc1-c1ccc(N(C)C)cc1 | -25% | 1.8%[11.4 µM] | -20% | ?
O=C(c1cc2c(s1)CCCC2)N1CCN(Cc2ccc3c(c2)OCO3)CC1 | 4% | ? | -19% | -6%
CC(C)(C)Sc1nc(O)cc(=O)[nH]1 | -1% | 0.7% | -10% | 13%
COc1ccc(NC(=O)CSc2nc3ccccc3n2CC(=O)NCc2ccc(F)cc2)cc1 | ? | 4.9% | -10%[10.9 µM] | -7%
O=C(CCC1CCCC1)N1CCN(C2CCCC2)CC1 | 5% | 0.2% | 15% | -1%
O=C(COc1ccc(-c2nnc(N3CCCCC3)c3ccccc23)cc1)N1CCCCC1 | 19% | / | / | -7%
CCN1C(=O)[C@H]2[C@H]3[C@H](O)[C@H](O)C/C(=N/O[C@@H](C)CN4CCCc5nc(C)c(C)cc54)[C@@H]3CC[C@@H]2C1=O | 3%[9.22 µM] | / | / | -10%[9.22 µM]
CCOC(=O)c1c(C)oc2nc(C)nc(NCCCN3CCN(c4cccc(C)c4)C(C)C3)c12 (stereo not drawn) | -12% | 0.6% | 11%[10.9 µM] | -5%
O=C(CN1C(=O)COc2ccc(S(=O)(=O)N3CCCCCC3)cc21)Nc1cccc(Cl)c1 | -21% | -1.0% | -18%[10.9 µM] | 29%
CCn1c(CCC(=O)Nc2cc(F)ccc2C)nc2cc(S(=O)(=O)N(C)C)ccc21 | 4% | -0.4% | -11% | 8%
CCCc1ccc(S(=O)(=O)NCCc2ccncc2)cc1 | 2% | -0.4% | -14% | 28%
COc1ccc(N2CCN(C(=O)CN(c3cccc(Br)c3)S(C)(=O)=O)CC2)cc1 | 4% | 2.9% | -10% | 4%
CC(C)Sc1nnc(CNC(=O)C23CC4CC(CC(C4)C2)C3)n1C1CCCCC1 | -12% | / | / | ?
SMILES | p53ts 39C kill | IkB signaling | Imprint erasure | p53ts 32C tox
CSc1cccc(NC(=O)Cn2cnc(S(=O)(=O)N3CCCC3)c2)c1 | -23% | 8.9% | -7%[10.9 µM] | 0%
Cc1ccccc1OCc1ccc(-c2nc(C#N)c(N3CCN(c4ccccc4)CC3)o2)o1 | -8% | -0.1% | -16%[10.9 µM] | -10%
Cc1ccc(NC(=O)CSCn2nnc3c(=O)[nH]c(Cc4ccc(F)cc4)nc32)c(C)c1 | 2% | -1.5% | -11%[10.9 µM] | 10%
CC(C)c1ccc2oc(-c3ccc(NC(=O)c4ncn[nH]4)cc3)nc2c1 | -9% | ? | -23% | -12%
COC(=O)c1ccc(CSc2nnc(Nc3ccccc3OC)s2)o1 | -11% | 1.3% | -22% | 10%
COc1ccc(C(=O)Nc2ncc3c(n2)CC(c2ccco2)CC3=O)cc1 (stereo not drawn) | 4% | 1.3% | -4% | -9%
CCOC(=O)c1sc2ncn(CC(=O)Nc3ccc(C)cc3Br)c(=O)c2c1C | 10% | 0.9% | ? | -6%
CCn1cc2nc(SCC(=O)Nc3ccc(C)cc3)n(Cc3ccc(C)cc3)c(=O)c2n1 | -7% | ? | -3%[10.9 µM] | -2%
CCn1c(=O)cc(OCC(=O)N2CCN(c3cccc(C(F)(F)F)c3)CC2)c2ccccc21 | -20% | ? | -28% | -11%
Cc1ccc(C)c(NC(=O)CSc2cn(CC(=O)N3CCCCC3)c3ccccc23)c1 | -20% | 0.8% | -8%[10.9 µM] | 4%
O=S(=O)(c1ccccc1)N1CCC2(CC1)CN(Cc1ccccc1)C2 | -8% | 3.2%[11.4 µM] | / | -17%
O=C(CCCc1nc(-c2ccccc2Cl)no1)NCc1cccnc1 | 2% | -3.7% | -8% | 4%
CC(C)C(C(=O)Nc1nccs1)c1ccccc1 (stereo not drawn) | 19% | 12% | -11% | 3%
CCn1c(=N)n(CC(=O)c2cccc(OC)c2)c2ccccc21 | -14% | 1.5% | -11% | -10%
CN(Cc1ccccc1)C(=O)c1cc2c(=O)n(C)c3ccccc3c2s1 | -5% | 1.3% | -6%[10.9 µM] | -1%
COc1ccc(N2CSC3=C(C#N)C(c4cccs4)CC(=O)N3C2)cc1 (stereo not drawn) | 1% | 8.6% | -37%[inhibitor] | 8%
CCCCCOc1ccc(CSc2ncn[nH]2)cc1 | -11% | / | / | -8%
CCN(CC)S(=O)(=O)c1ccc(Cl)c(C(=O)NCC2CCCO2)c1 (stereo not drawn) | 6% | 0.6% | -7% | 8%
CCCC(=O)C1C(=O)CC(C)(C)C(c2cc(C)no2)C1=O (stereo not drawn) | -1% | -0.3% | -6% | 3%
COc1cccc(-n2c(=O)c3cc(OC)c(OC)cc3n(CC(=O)Nc3ccc(F)cc3)c2=O)c1 | 11% | -3.4% | 15%[10.9 µM] | -4%
CCCCN(CC)Cc1ccc(CNC(=O)Nc2ccc(OC)cc2OC)o1 | -9% | 1.9% | -13% | -1%
CCCCCOC(=O)c1ccccc1C(=O)O | 9% | -1.1% | -18% | 6%
COC(=O)c1ccccc1NC(=O)COc1ccccc1 | -9% | ? | -22% | -14%
COc1ccc(CC(=O)N2CCN(c3ccccn3)CC2)cc1 | 12% | 2.2% | -10% | 14%
COc1ccc(-c2nc(CSCC(=O)NCCc3ccc(OC)c(OC)c3)c(C)o2)cc1 | -15% | ? | -10%[10.9 µM] | 2%

12 structures already listed, ordered by heavy-atom count, highest first:
SMILES | p53ts 39C kill | IkB signaling | Imprint erasure | p53ts 32C tox
CCn1c(=O)cc(OCC(=O)N2CCN(c3cccc(C(F)(F)F)c3)CC2)c2ccccc21 | -20% | ? | -28% | -11%
CCn1cc2nc(SCC(=O)Nc3ccc(C)cc3)n(Cc3ccc(C)cc3)c(=O)c2n1 | -7% | ? | -3%[10.9 µM] | -2%
Cc1ccc(C)c(NC(=O)CSc2cn(CC(=O)N3CCCCC3)c3ccccc23)c1 | -20% | 0.8% | -8%[10.9 µM] | 4%
CCCCN(CC)Cc1ccc(CNC(=O)Nc2ccc(OC)cc2OC)o1 | -9% | 1.9% | -13% | -1%
COc1ccc(C(=O)Nc2ncc3c(n2)CC(c2ccco2)CC3=O)cc1 (stereo not drawn) | 4% | 1.3% | -4% | -9%
CN(Cc1ccccc1)C(=O)c1cc2c(=O)n(C)c3ccccc3c2s1 | -5% | 1.3% | -6%[10.9 µM] | -1%
CSc1cccc(NC(=O)Cn2cnc(S(=O)(=O)N3CCCC3)c2)c1 | -23% | 8.9% | -7%[10.9 µM] | 0%
CCN(CC)S(=O)(=O)c1ccc(Cl)c(C(=O)NCC2CCCO2)c1 (stereo not drawn) | 6% | 0.6% | -7% | 8%
CCn1c(=N)n(CC(=O)c2cccc(OC)c2)c2ccccc21 | -14% | 1.5% | -11% | -10%
COC(=O)c1ccccc1NC(=O)COc1ccccc1 | -9% | ? | -22% | -14%
CCCCCOc1ccc(CSc2ncn[nH]2)cc1 | -11% | / | / | -8%
CC(C)C(C(=O)Nc1nccs1)c1ccccc1 (stereo not drawn) | 19% | 12% | -11% | 3%

More compounds follow:
SMILES | p53ts 39C kill | IkB signaling | Imprint erasure | p53ts 32C tox
Cc1sc(-n2cccc2)c(C(C)NC(=O)Nc2cccc(C(F)(F)F)c2)c1C (stereo not drawn) | ? | ? | -5%[10.9 µM] | -3%
Cc1csc2nc(COc3ccc(NC(=O)COc4ccccc4)cc3)cc(=O)n12 | 11% | -0.7% | -7%[10.9 µM] | 0%
COc1ccccc1NC(=O)C(=O)c1cc(C)n(-c2ccccc2F)c1C | 12% | -0.5% | 8%[10.9 µM] | 1%
Cc1ccc(C(=O)c2cn(Cc3ccccc3F)c3cc4c(cc3c2=O)OCO4)cc1 | -12% | ? | 16%[10.9 µM] | 0%
O=C(c1cnccn1)N1CCC2(CCN(Cc3cc(C(F)(F)F)cc(C(F)(F)F)c3)CC2)CC1 | -4% | -1.3%[11.4 µM] | / | -3%
CSC(=NC1CCCCC1)NS(=O)(=O)c1ccccc1 | -3% | -0.3% | -12% | 7%
Cn1nnnc1SCCCNCc1ccccc1OCc1ccccc1F | -23% | 0.2% | -24%[10.9 µM] | -8%
CCOc1ccc(-c2nnc(SCC(=O)c3ccc(F)cc3)n2-c2ccccc2)cc1 | -25% | -2.6% | 17%[10.9 µM] | 1%
CCCCO | 10%&-4% | 1.2%&0.6% | 0%&10% | 8%&-20%[1.84 µM]
CCc1cc2c(=O)c(-c3nc4ccccc4n3C)c(C)oc2c(CN2CCN(C)CC2)c1O | 7% | 0.3% | / | 4%
O=C(c1ccccc1Br)N(Cc1ccco1)C1CCS(=O)(=O)C1 (stereo not drawn) | -29% | 0.0% | -12%[10.9 µM] | 8%
CCOC(=O)c1ccc(NC(=O)CCn2cnnn2)cc1 | 24% | 2.9% | -6%[10.9 µM] | -3%
Cc1ccc(S(=O)(=O)N[C@@H](CC(C)C)C(=O)NCc2ccco2)cc1 | 2% | 1.9% | 6% | -7%
COC(=O)Cn1c(=NC(=O)CSC(C)=O)sc2ccccc21 | 12% | -2.4% | -19% | 6%
CC(=O)c1cnc2cc(-c3ccc(C)cc3)nn2c1C | 0% | / | / | -19%
N#CC1=C2SCC(O)(c3ccccc3)N2C(=O)CC1c1cccs1 (stereo not drawn) | -12% | ? | -25% | -12%
COc1cc2c(cc1OC)C(c1ccc(Cl)cc1)N(c1cccc(C#N)c1)C(=O)C2 (stereo not drawn) | -19% | ? | -12%[10.9 µM] | 7%
Cc1cc(C(=O)OCC(=O)N2CCOCC2)c2ccccc2n1 | 9% | -0.4% | -4% | 6%
COC(=O)COC(=O)c1ccc(O)cc1 | -2% | 0.0% | 1% | 11%
Cc1ccc(CNC(=O)C2CCN(S(=O)(=O)c3c(C)noc3/C=C/c3c(C)cc(C)cc3C)CC2)cc1 | -4% | -0.5% | -6%[10.9 µM] | 0%
CCCCn1c(NCc2ccccn2)nc2ccccc21 | -5% | 2.9% | -16% | -6%
O=C(CSc1nnc(CN2CCOCC2)n1-c1ccc(Cl)cc1)Nc1cc(Cl)ccc1O | -3% | ? | -13% | 5%
CCN1C(=O)c2cccc3cccc1c23 | -17% | 0.5% | -14% | 5%
Cc1cc(C)cc(NC(=O)CSc2cc(C)[nH]c(=O)n2)c1 | -20% | -1.6% | -10%[10.9 µM] | -9%
CCn1cc(C(=O)NCCOC)c(=O)c2cc(S(=O)(=O)N3CCOCC3)ccc21 | 17% | -1.0% | 6%[10.9 µM] | -1%
CCOC(=O)c1cnc2c(ccc3ccccc32)c1Nc1ccc(C(C)=O)cc1 | 10% | ? | -13%[10.9 µM] | 9%

Not a hit list. About 1.8% of those tested had a hit in this group.
